Compound activity deposited in PubChem BioAssay by The Scripps Research Institute Molecular Screening Center.
ADAM17 inh: ADAM17 inhibition, QFRET primary screen | inhibition, % at 6.95 µM | 370,000 tested, 0.83% active | P78536 | recombinant ADAM17, EDANS/DABCYL FRET peptide cleavage;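 active means inhibition above the mean of compounds lying between control limits plus 3 SD, set per campaign, cut at about 8.5% in these data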;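 further: 0% = DMSO-only wells as the low control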
TDP2 absorb: blocks human TDP2 phosphodiesterase activity | O95551 | recombinant TDP2, T5PNP hydrolysis, p-nitrophenol absorbance 415 nm | inhibition, % at 12.8 µM | 370,000 tested, 0.34% active | AID 720702;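 active means inhibition above the mean of all tested compounds plus 3 SD, set per campaign, cut at about 25% in these data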;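 further: 0% = DMSO with enzyme and 100% = buffer with substrate but no TDP2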
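Incubation: 2 h at 37 °C; Test system: recombinant human TDP2; Quantity: enzyme 120 nM; Read-out basis: percent inhibition; Medium: 50 mM Tris-HCl pH 7.5 with Mg2+, KCl, DTT, BSA; Repeats: single replicate; Compound: 12.8 µM single point, 1% DMSO; Signal: epi absorbance; Reagent: 5 mM T5PNP chromogenic substrate; Benchmarks: no-enzyme high, DMSO-plus-enzyme low.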
Tn7 DDE FP: DD(E)-Tn7 binding inhibition, primary FP screen | FP displacement of FITC-Tn7 peptide from fibrin DD(E); 0% = median of compound wells per plate | 370,000 tested, 0.13% active | inhibition, % at 8.3 µM;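 active means inhibition above the mean of compounds falling within the control limits plus 3 SD of them, cut at about 14% in these data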;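 further: 0% = plate median of compound wells and 100% = 10 µM Aha-Tn7 peptide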
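Also added: labelled Tn7 tracer, 0.1 µM; Assay system: human fibrin DD(E) protein; Amount: 2 µM fibrin DD(E); Schedule: 10 min compound pre-incubation, 3 h probe incubation at room temperature; Repeats: one replicate per compound; Read-out basis: percent inhibition; Measured by: fluorescence polarization of the labelled Tn7 tracer.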
ASAP1 inh: ASAP1 ArfGAP inhibition; inhibition, % at 16.5 µM; ASAP1-stimulated ARF1 GTP hydrolysis, GDP FP detection; AID 624377; Q9ULH1; 360,000 tested, 0.19% active; in the data active means inhibition above about 25%;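 further: 0% = vehicle with enzyme and substrate and 100% = no enzyme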
proKLK7 act: activators of human kallikrein-7 zymogen; P49862; purified proKLK7, EDANS-DABCYL substrate fluorescence; 100% is mature enzyme control, 0% vehicle; activation, % at 7 µM; 370,000 tested, 0.9% active;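 active means activation above the mean of all tested compounds plus 3 SD, computed per campaign excluding outliers beyond control limits, cut at about 13% in these data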
ADAM10 inh: inhibitors of human ADAM10 | O14672 | recombinant ADAM10, EDANS/DABCYL FRET peptide cleavage, 3 h | inhibition, % at 7 µM | 370,000 tested, 0.62% active | AID 720582;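 active means inhibition above a per-campaign cutoff equal to the mean of compounds falling between control-based bounds plus 3 SD, cut at about 20% in these data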;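 further: 0% = DMSO wells while the 100% control is not disclosed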
LEDGF integ inh: blocks HIV-1 LEDGF/p75-dependent DNA integration | TR-FRET IN-LEDGF/p75 DNA integration, Eu/Cy5 | inhibition, % at 3.7 µM | 370,000 tested, 0.64% active | AID 743269;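 active means inhibition above the screen-wide mean plus 3 SD, cut at about 13% in these data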;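 further: signal is the Cy5 over europium emission ratio at 671 and 618 nm; 0% = plate median of compound wells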
DDE Tn6 FP inh: inhibitors of Tn6 peptide binding to human fibrin DD(E); Fibrin DD(E) TRITC-Tn6 fluorescence polarization displacement; inhibition, % at 8.3 µM; AID 720509; P02675; 370,000 tested, 0.21% active;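 active means inhibition above a per-campaign cutoff: mean of compounds within control limits plus 3 SD, cut at about 15% in these data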;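 further: 0% = median of all compound wells on the plate and 100% = blocking peptide control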
ARFGAP1 inh: inhibits rat ARF GTPase activating protein 1; AID 651572; inhibition, % at 16.5 µM; Arfgap1-stimulated ARF1 GTP hydrolysis, GDP FP detection; 360,000 tested, 0.26% active;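 active means inhibition above a per-plate limit, mean inhibition of low control wells plus 3 SD, cut at about 25% in these data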;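 further: 0% = DMSO wells with enzyme and 100% = wells lacking Arfgap1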
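Material – truncated rat Arfgap1 GAP domain · Buffer or medium – HEPES-based buffer, pH 7.5 · Reagent – human ARF1(Δ1-17)-GTP substrate · Dosing – 16.5 µM single point, 1.26% DMSO · Schedule – GTP hydrolysis reaction 2 h at 25 °C · Technique – GDP detection by fluorescence polarization · Benchmarks – No-Arfgap1 wells (100%) versus DMSO full-reaction wells (0%) · Repeats – single replicate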
PLC-gamma1 inh: blocks human PLC-gamma1 enzyme activity; P19174; purified PLC-gamma1, fluorogenic substrate, fluorescence; inhibition, % at 12.2 µM; 370,000 tested, 0.84% active; in the data active means inhibition above about 9.5%
Target sequence (P19174 whole entry, looked up): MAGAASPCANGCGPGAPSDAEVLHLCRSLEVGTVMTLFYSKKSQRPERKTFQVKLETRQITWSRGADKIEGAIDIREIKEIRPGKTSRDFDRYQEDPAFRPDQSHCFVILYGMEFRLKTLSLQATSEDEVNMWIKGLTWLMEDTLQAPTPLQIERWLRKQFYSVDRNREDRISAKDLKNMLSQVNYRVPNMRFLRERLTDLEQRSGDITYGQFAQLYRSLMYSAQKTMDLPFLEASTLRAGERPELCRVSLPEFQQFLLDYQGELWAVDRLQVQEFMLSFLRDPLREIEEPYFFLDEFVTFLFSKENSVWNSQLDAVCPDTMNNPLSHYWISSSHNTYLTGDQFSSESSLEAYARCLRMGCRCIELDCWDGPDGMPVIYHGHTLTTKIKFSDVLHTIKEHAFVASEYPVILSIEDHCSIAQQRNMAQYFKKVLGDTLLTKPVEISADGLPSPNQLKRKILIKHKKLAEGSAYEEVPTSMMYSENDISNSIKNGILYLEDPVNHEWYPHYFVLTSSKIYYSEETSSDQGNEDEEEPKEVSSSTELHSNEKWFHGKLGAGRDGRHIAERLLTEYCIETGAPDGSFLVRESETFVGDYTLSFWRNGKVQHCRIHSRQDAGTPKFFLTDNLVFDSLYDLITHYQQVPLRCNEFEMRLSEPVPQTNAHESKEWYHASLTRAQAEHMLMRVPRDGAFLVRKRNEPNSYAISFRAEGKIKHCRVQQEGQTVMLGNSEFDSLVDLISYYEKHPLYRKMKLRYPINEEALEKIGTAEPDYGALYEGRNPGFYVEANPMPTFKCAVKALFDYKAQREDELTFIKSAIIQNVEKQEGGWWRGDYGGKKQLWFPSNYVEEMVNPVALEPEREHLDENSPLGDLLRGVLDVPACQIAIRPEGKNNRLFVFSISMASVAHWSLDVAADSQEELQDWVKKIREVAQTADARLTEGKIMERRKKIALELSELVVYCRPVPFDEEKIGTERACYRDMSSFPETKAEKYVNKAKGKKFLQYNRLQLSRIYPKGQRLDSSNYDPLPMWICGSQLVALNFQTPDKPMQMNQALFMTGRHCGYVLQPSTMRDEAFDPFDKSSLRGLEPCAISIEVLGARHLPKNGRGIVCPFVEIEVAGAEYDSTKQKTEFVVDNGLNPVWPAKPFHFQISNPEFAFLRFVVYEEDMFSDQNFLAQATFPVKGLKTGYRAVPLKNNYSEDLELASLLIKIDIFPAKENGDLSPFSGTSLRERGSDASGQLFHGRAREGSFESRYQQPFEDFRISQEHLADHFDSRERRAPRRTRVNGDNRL
The depositor's hits bear a star; . = not tested or not shown.

TDP2 absorb | ARFGAP1 inh | ADAM10 inh | Tn7 DDE FP | LEDGF integ inh | proKLK7 act | ADAM17 inh | DDE Tn6 FP inh | PLC-gamma1 inh | ASAP1 inh | mol
-13.3 | 13.7 | -2.5 | -4.1 | 3.8 | -0.2 | 0.0 | 3.0 | -13.8 | 0.3 | COc1ccccc1C1CC(c2ccc(C)cc2)Nc2ncnn21 (centres undefined)
-6.5 | 3.2 | 1.4 | 5.1 | -0.5 | -0.5 | -0.9 | -12.3 | 1.9 | -9.6 | O=C(N/N=C/c1ccco1)c1cccc(NC(=O)c2ccccc2Cl)c1
-3.1 | 0.7 | -8.2 | -0.6 | -3.9 | 0.0 | -3.7 | -5.4 | 1.1 | -3.5 | Cn1c(=O)cc(N2CCN(C(=O)c3ccco3)CC2)[nH]c1=O
-0.9 | -4.7 | -1.0 | 0.7 | 0.6 | 0.0 | -4.1 | -6.5 | 1.5 | 4.4 | Cc1ccc(N(CC(=O)NC(C)(C)C)C(=O)CCC(=O)Nc2nccs2)c(C)c1
11.4 | 0.8 | 0.7 | 5.6 | 0.6 | 0.5 | -2.1 | -0.8 | 0.3 | 3.9 | COc1ccc(NC(=O)CCSCCc2ccccn2)cc1OC
6.0 | -2.1 | -3.3 | -7.1 | 2.2 | 1.0 | -1.2 | 0.4 | 3.0 | 11.6 | Cc1cc(N2CCN(C(=O)OC(C)(C)C)C[C@@H]2C)ccc1Br
-5.6 | -2.5 | -4.0 | 0.2 | -0.5 | 0.5 | -7.3 | -6.8 | -5.8 | 6.8 | O=C(CCn1c(=O)oc2ccccc21)N1CCN(c2ccccc2F)CC1
1.9 | 1.6 | -14.8 | 7.1 | 2.0 | 0.2 | -4.7 | 3.8 | -0.9 | -1.2 | COc1ccc2c(c1)[C@@]1(OCCC=C[C@H]1C)C(=O)N2Cc1ccccc1C(F)(F)F
0.8 | 5.4 | -24.6 | -2.9 | -1.7 | -85.9 | -10.8 | 4.5 | -44.2 | 4.9 | Cc1cccc(NC(=O)c2sc3nc(-c4ccccc4)cn3c2C)n1
5.1 | 12.4 | 0.7 | -2.9 | 1.8 | 0.1 | -2.0 | 4.4 | 2.1 | -2.3 | COc1ccc([C@H]2CC(=O)C[C@@H](CCn3cc(CCc4ccccc4)nn3)O2)cc1
-15.0 | 3.7 | 12.9 | -5.6 | 2.1 | -0.8 | 2.9 | 0.3 | 3.7 | 7.2 | Cc1ccsc1/C=C/c1n[nH]c(=O)c(C#N)c1C
-25.4 | -1.1 | 9.9 | -1.8 | 1.3 | -0.3 | 1.5 | -2.9 | 14.9* | -7.0 | OC(COc1c(Cl)cc(Cl)cc1Cl)CN1CCCCC1 (centres undefined)
-24.6 | 4.8 | 1.4 | -11.1 | 5.4 | 0.2 | 0.0 | -0.7 | 1.4 | 3.8 | COc1ccc(C)cc1NC(=O)CN(C)S(=O)(=O)c1ccc2c(c1)CC(C)N2C(C)=O (centres undefined)
6.8 | 1.8 | 4.4 | -2.8 | 1.9 | 1.0 | 1.7 | 2.4 | 1.9 | -0.2 | Cc1cc(OCC(=O)Nc2ccc(S(=O)(=O)N3CCN(C)CC3)cc2)ccc1Br
2.0 | -2.8 | -0.6 | 3.7 | -5.4 | -0.2 | -2.8 | -3.9 | -0.2 | -2.3 | COc1ccccc1C(=O)COC(=O)c1cc(S(=O)(=O)N2CCCCC2)ccc1N1CCOCC1
14.5 | 8.1 | -172.5 | -8.8 | 0.8 | 11.6 | -50.6 | -0.3 | -367.8 | 18.1 | CCOc1ccccc1/C=C/c1cc(C(=O)O)c2ccccc2n1
-3.6 | -6.3 | 1.3 | -4.2 | 3.7 | 0.1 | -2.2 | 1.6 | 3.7 | 4.7 | C[C@@]12CC(=O)NC1N(C(=O)c1cccc(C(F)(F)F)c1)C(c1ccccc1O)C2 (some centres undefined)
-5.5 | -3.7 | 5.6 | -8.4 | 3.0 | 0.1 | -0.4 | 5.4 | -7.7 | 0.6 | CCCc1cc(C(=O)Nc2sc3c(c2C#N)CCC3)no1
-1.7 | -0.2 | 1.7 | 11.1 | 0.8 | 0.3 | -3.3 | 0.5 | 2.4 | -0.7 | COC(=O)c1ccc(/C=N\N2CCN(Cc3ccc(C)cc3)CC2)cc1
-9.8 | . | 19.4 | -5.2 | -3.4 | 0.7 | 8.0 | 2.0 | 1.3 | . | CCCCOCCCNC(=O)C[C@H]1C[C@@]2(C(=O)OC)C(=C[C@H](C3CCCC3)O[C@@H]2C)N(Cc2cccc3ccccc23)C1=O
-17.6 | -0.9 | 1.4 | 3.8 | 0.3 | 0.1 | -2.0 | 11.7 | -0.1 | -8.6 | O=C(Nc1ccc(S(=O)(=O)NCC2CCCO2)cc1)c1cccc(F)c1 (centres undefined)
37.0* | 9.9 | -70.7 | -0.1 | 24.7* | -2.9 | -25.8 | -1.3 | -68.6 | 1.7 | C[n+]1c(-c2ccccc2)cc2c(=Cc3ccc([N+](=O)[O-])cc3)c3ccccc3n21
-8.7 | 6.3 | -6.8 | -0.1 | -3.5 | -0.4 | -4.2 | 6.0 | 2.2 | 6.6 | Cc1cc(C)n(CC(=O)Nc2ccccc2)n1
-12.7 | -0.2 | 5.1 | -6.4 | 0.6 | -0.2 | 0.5 | 1.1 | 4.5 | -4.7 | COC(=O)C(C(=O)Nc1ncccn1)C1CCCCCC1 (centres undefined)
-6.2 | -4.9 | -10.1 | -3.1 | -4.0 | 0.4 | -0.6 | 2.2 | 1.0 | -12.9 | O=C(c1cc(C2CCCCN2S(=O)(=O)c2ccccc2)on1)N1CCOCC1 (centres undefined)

Printed as active in LEDGF integ inh, of those listed so far:
TDP2 absorb | ARFGAP1 inh | ADAM10 inh | Tn7 DDE FP | LEDGF integ inh | proKLK7 act | ADAM17 inh | DDE Tn6 FP inh | PLC-gamma1 inh | ASAP1 inh | mol
37.0* | 9.9 | -70.7 | -0.1 | 24.7* | -2.9 | -25.8 | -1.3 | -68.6 | 1.7 | C[n+]1c(-c2ccccc2)cc2c(=Cc3ccc([N+](=O)[O-])cc3)c3ccccc3n21

Later entries
TDP2 absorb | ARFGAP1 inh | ADAM10 inh | Tn7 DDE FP | LEDGF integ inh | proKLK7 act | ADAM17 inh | DDE Tn6 FP inh | PLC-gamma1 inh | ASAP1 inh | mol
-7.7 | -11.5 | -0.5 | -3.8 | -2.6 | -0.1 | 1.6 | 7.4 | 0.2 | 0.4 | COCCn1c(SCC(=O)c2ccccc2)nc2c(c1=O)SC(C)C2 (centres undefined)
1.3 | -5.9 | -46.5 | -4.5 | -2.6 | 1.6 | -14.3 | -2.5 | -12.6 | -9.6 | Cc1ccccc1NC(=O)c1ccc(C)c(S(=O)(=O)Nc2ccccn2)c1
10.2 | -2.2 | 4.4 | -9.1 | 0.5 | -0.6 | 1.0 | -1.5 | 0.9 | -11.7 | CCOc1cc2[nH]c(=S)n(C(C)C)c(=O)c2cc1OCC
-15.4 | -10.6 | -6.1 | 4.4 | -3.1 | 3.9 | -3.0 | -5.0 | -5.3 | 0.9 | CCS(=O)(=O)c1ncc(Cl)c(C(=O)Nc2ccc(S(=O)(=O)N3CCC(C)CC3)cc2)n1
-1.8 | -7.6 | 3.0 | 1.6 | 2.9 | 0.1 | -4.0 | -4.0 | 5.9 | -3.8 | COCCCNC(=O)c1c[nH]c2ccc(S(=O)(=O)N3CCC4(CC3)OCCO4)cc2c1=O
3.8 | 7.8 | 5.8 | 5.8 | -1.8 | -0.5 | -3.1 | 1.5 | -1.0 | -11.1 | O=C(Nc1ccccc1C(=O)N1CCOCC1)c1ccco1
-2.5 | 9.7 | 2.7 | -3.9 | 0.8 | 1.0 | -0.8 | 2.4 | 0.3 | -5.7 | CC(=O)c1c(N2CCN(c3ccccn3)CC2)nc(=S)n(-c2ccccc2)c1C
17.8 | 10.8 | 3.4 | -4.6 | 3.2 | 0.2 | -2.1 | 0.8 | 1.9 | -10.6 | COc1cc(CN2CCC(Cc3ccccc3)CC2)c([N+](=O)[O-])cc1OC
-13.3 | 16.1 | 3.9 | -6.1 | 0.3 | -0.3 | 0.8 | 6.1 | 4.3 | 12.4 | C[C@@H]1CC2OC(=O)[C@@]3(C)C(=O)CC[C@@](C)(C23)[C@@]1(O)CCc1ccoc1 (some centres undefined)
4.4 | 6.9 | 6.9 | 0.2 | -2.8 | -0.5 | -6.0 | -2.2 | 1.4 | 5.5 | C=CCNC(=O)c1cccc(C(F)(F)F)c1
15.0 | 3.2 | 1.8 | 2.8 | -4.6 | 0.1 | -4.0 | -4.9 | -2.3 | -0.1 | CCOC(=O)C1(Cc2ccccc2C)CCCN(C(=O)CCC(=O)OC)C1 (centres undefined)
2.1 | -4.0 | -6.3 | -5.7 | 2.1 | -0.1 | -5.7 | -7.5 | 2.6 | 1.4 | COc1cccc(NC(=O)CN(C)C(=O)CN2C(=O)c3ccc([N+](=O)[O-])cc3C2=O)c1
-2.0 | . | -4.8 | 1.2 | -0.3 | -0.6 | -2.5 | 6.7 | -2.8 | . | CCOC(=O)Nc1ccc2c(c1)[C@]1(CC(=O)N(CC(C)C)C1c1ccccc1)C(=O)N2C (some centres undefined)
0.4 | -4.6 | 1.4 | 3.3 | 1.7 | 0.0 | -3.2 | -0.8 | 3.3 | -11.5 | CS(=O)c1ccc(-n2c(=O)n(Cc3ccccc3)c(=O)c3[nH]cnc32)cc1 (centres undefined)
4.2 | -1.0 | -3.3 | 12.6 | 1.7 | -0.5 | -2.0 | 8.7 | -2.5 | -1.0 | COC(=O)C1=C(C)N(CC2CC2)C(=O)N[C@H]1c1ccccc1
17.3 | -4.6 | 7.2 | 32.5* | -4.1 | -2.3 | 1.8 | 100.4* | -72.0 | -1.4 | O=C1c2ccccc2-c2onc3ccc(N4CCCC4)c1c23
-6.2 | -0.6 | -53.9 | 6.5 | -2.3 | 2.0 | -15.0 | 3.2 | -42.5 | 15.2 | COc1ccc2oc(=O)cc(CN(C)Cc3ccccc3)c2c1
-2.6 | -0.3 | 4.5 | -0.9 | 4.5 | 0.1 | 0.8 | -0.9 | 1.1 | 8.7 | Cc1cc(C(=O)COC(=O)c2ccc(F)cc2F)c(C)n1C1CC1
